# Bioassay records as filed in PubChem BioAssay.
# ELG1 genotox – inducers of genotoxicity in HEK293T ELG1-luciferase cells; HEK293T ELG1-luciferase reporter, luminescence, 16 h; Potency, µM (highest dose often 46 µM), inactives show top-dose activity change, positive = activation, actives largely listed as activators; hit rate 1.3% among 330,000; further: potency means the concentration at half of the fitted maximal effect; % of control where 0% means no effect; nearly all actives have a fitted effect of over 60% in size
#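 Quantitative HTS format in 1536-well plates. HEK293T ELG1-luciferase reporter cells receive test compound and are incubated 16 hr at 37 °C, 5% CO2; ONE-Glo added, 30 min room temperature, then luminescence read.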
# Giardia killer – Giardia lamblia killing | Giardia lamblia trophozoite viability | activity change, % at 7.66 µM, hits read low | hit rate 0.15% among 340,000 | AID 540267; in the data active means activity change below about -80%; inconclusive means between about -30% and that limit;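 further: parasites exposed to compound for two days anaerobically before the ATP read; on the % scale 0 is the no-effect control and ±100 the full control effect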
#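 Viability, read as ATP luminescence: trophozoites at 100 cells/well, compound added, 48 hrs anaerobic at 37 deg C, then 15-30 min room-temperature development before reading.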
# Rab9 prom act – activators of Rab9 promoter; Huh7 Rab9 promoter-luciferase reporter, luminescence, 24 h; hit rate 2.8% among 320,000; Potency, µM (doses to about 9.22 µM), for inactives: top-dose activation, negative = inhibition, most hits filed as activators; further: potency means the concentration at half of the fitted maximal effect; % of control where 0% means no effect; nearly all actives have a fitted effect of over 60% in size
#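 Promoter activation is measured as luciferase luminescence in Huh7 cells stably transfected with a Rab9 promoter–luciferase construct, following 24 h compound exposure at 37 °C and 10 min reagent incubation at ambient temperature.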
# PKM2 act – increases activity of human pyruvate kinase M2; P14618; purified PKM2, Kinase-Glo ATP luminescence, activation; response scale: 0% is enzyme alone, no compound; Potency, µM (top dose mostly 57.5 µM), inactives show at the top dose activation, most hits filed as activators; hit rate 0.34% among 260,000; AID 1631; further: potency means the concentration at half of the fitted maximal effect; on the % scale 0 is the no-effect control and ±100 the full control effect; nearly all actives have a fitted effect of over 55% in size
# Target sequence (P14618 whole entry, looked up): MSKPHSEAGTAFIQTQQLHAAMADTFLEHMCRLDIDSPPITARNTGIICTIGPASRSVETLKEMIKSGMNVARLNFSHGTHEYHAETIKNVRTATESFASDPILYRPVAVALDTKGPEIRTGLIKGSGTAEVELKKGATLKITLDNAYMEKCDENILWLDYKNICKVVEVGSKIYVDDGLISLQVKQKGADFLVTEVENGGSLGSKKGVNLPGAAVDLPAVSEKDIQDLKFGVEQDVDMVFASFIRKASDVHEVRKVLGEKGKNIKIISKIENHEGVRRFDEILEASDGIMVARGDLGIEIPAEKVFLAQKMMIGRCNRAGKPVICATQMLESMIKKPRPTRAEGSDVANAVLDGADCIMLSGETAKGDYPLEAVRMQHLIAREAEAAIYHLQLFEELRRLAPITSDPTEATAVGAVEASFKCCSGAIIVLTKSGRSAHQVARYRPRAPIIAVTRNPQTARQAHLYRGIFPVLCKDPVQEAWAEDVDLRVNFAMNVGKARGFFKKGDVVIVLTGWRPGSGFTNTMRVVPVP
#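 Kinase-Glo luminescence reports ATP generated from ADP (0.1 mM) and PEP (0.5 mM) by purified hPK-M2 after 1 h at room temperature, pH 7.2 imidazole buffer; intermediate enzyme activity allows detecting inhibitors and activators.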
# NPC1 prom act – activates the NPC1 promoter. Huh7 NPC1 promoter luciferase reporter, 24 h. Potency, µM (series often up to 9.22 µM), inactives show top-dose activation, hits mostly activators. hit rate 2.4% among 320,000;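 further: potency means the concentration at half of the fitted maximal effect; % of control where 0% means no effect; nearly all actives have a fitted effect of over 60% in size; reporter is driven by a mutant NPC1 promoter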
#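 Luciferase expression driven by the NPC1 promoter was measured in stably transfected Huh7 cells after a 24 h compound incubation, using a luciferase reagent and a luminescence read.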
# RORgamma inh – blocks mouse ROR gamma transcriptional activity; P51450; Potency, µM (titrated, usually from 53.6 µM), for the others: at the top dose activity change, negative = inhibition, usual class: inhibitors; hit rate 5.4% among 310,000; Drosophila S2 Gal4-RORgamma UAS-luciferase reporter, 20 h; AID 2551; further: potency means the concentration at half of the fitted maximal effect; on the % scale 0 is the no-effect control and ±100 the full control effect; nearly all actives have a fitted effect of over 60% in size
# Target sequence (P51450 whole entry, looked up, the tested form may be a part): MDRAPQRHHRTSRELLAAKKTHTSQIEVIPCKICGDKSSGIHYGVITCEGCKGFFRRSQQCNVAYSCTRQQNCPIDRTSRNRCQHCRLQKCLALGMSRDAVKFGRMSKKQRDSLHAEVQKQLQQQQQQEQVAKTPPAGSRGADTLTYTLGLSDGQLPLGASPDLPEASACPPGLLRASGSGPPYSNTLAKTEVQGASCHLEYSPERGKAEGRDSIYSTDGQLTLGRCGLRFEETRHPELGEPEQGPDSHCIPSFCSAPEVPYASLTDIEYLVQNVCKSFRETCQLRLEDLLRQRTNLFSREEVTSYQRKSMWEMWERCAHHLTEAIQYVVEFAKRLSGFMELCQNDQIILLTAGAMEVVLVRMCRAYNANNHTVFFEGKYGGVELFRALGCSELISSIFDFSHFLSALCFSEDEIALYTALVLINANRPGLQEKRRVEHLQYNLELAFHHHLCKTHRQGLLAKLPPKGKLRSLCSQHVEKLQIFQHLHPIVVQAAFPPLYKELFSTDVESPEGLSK
#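 Read-out: Photinus luciferase luminescence; inhibitors lower reporter signal. Insect Schneider cells with Gal4-ROR gamma fusion under metallothionein promoter, UAS reporter; 700 uM final copper sulfate induction, 20 hr, ambient temperature.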
# Gal4-VP16 FLuc – counter-screen for ROR gamma inhibitors: Gal4-VP16 reporter | Drosophila S2 Gal4-VP16 UAS-luciferase, luminescence, 20 h | Potency, µM (top dose mostly 53.6 µM), for inactives: at the highest dose activity, negative = inhibition, usual class: inhibitors | hit rate 3.5% among 310,000 | AID 2546;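 further: Gal4-VP16 expression switched on by copper sulfate through the metallothionein promoter; potency means the concentration at half of the fitted maximal effect; on the % scale 0 is the no-effect control and ±100 the full control effect; nearly all actives have a fitted effect of over 50% in size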
# Menin MLL FP TR – menin-MLL binding inhibition, Texas Red mutant peptide; O00255; Menin + Texas Red MLL mutant peptide, fluorescence polarization; Potency, µM (highest dose often 61.6 µM), for inactives: top-dose FP activity change, negative = inhibition, hits mostly inhibitors; hit rate 0.23% among 270,000; active means well fitted inhibition curve with a large enough effect in the polarisation, with a control signal flat, not every such curve was filed as active; inconclusive means small, poorly fitted or top-dose-only effect, or effect the other way, or a change in a side signal; inactive means no such curve, though single readings can be large or run the other way; the % refers to the polarisation; further: potency means the concentration at half of the fitted maximal effect; % of control where 0% means no effect; many of its hits are not listed in these tables
# p53 reactivation – restores transcriptional activity of mutant p53; Potency, µM (highest dose often 92.2 µM), without a hit: at the top dose activity change, positive = activation, most hits filed as activators; H1299 p53-A138V BP100-luciferase reporter, luminescence, 24 h; AID 504706; hit rate 0.063% among 320,000; further: potency means the concentration at half of the fitted maximal effect; % of control where 0% means no effect; nearly all actives have a fitted effect of over 45% in size
#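 H1299 (p53-null), stable ts p53-A138V + BP100-Luc; 1000 cells/well, Opti-MEM/10% FBS; cpd 4 pt, 1:5; 24 h, 37 deg C, 5% CO2; detection reagent 10 min RT; luminescence.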
# BRCA1 expr act – increases BRCA1 expression. hit rate 1.1% among 380,000. MCF7-BRCA1-FFLuc reporter, luminescence, 48 h; response scale: scaled: vehicle 0%, 10 µM genistein 100%. Potency, µM (top dose mostly 46.1 µM), for the others: top-dose activation, hits mostly activators; further: potency means the concentration at half of the fitted maximal effect; nearly all actives have a fitted effect of over 80% in size; some results filed as inactive show a strong effect at the top dose
#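 Luminescence from a BRCA1-driven firefly luciferase in MCF7 cells was read after 48 h compound exposure at 37 C. Data normalized against DMSO and a 10microM genistein activation control, then curve-fitted across the titration.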
# FLuc counter – inhibits or activates purified firefly luciferase, miR-21 counter-screen; P08659; purified FLuc, Km substrates, luminescence inhibition; Potency, µM (titrated, usually from 57.5 µM), for inactives: at the highest dose activity change, negative = inhibition, hits mostly inhibitors; hit rate 6.9% among 360,000; AID 588342;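 further: potency means the concentration at half of the fitted maximal effect; plate controls were vehicle for no effect and reference inhibitor for full effect; nearly all actives have a fitted effect of over 55% in size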
#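 Purified P. pyralis luciferase, 10 nM final, with Km-level 10 uM D-luciferin and 10 uM ATP in 50 mM Tris acetate pH 7.5, 10 mM Mg acetate, 0.01% Tween-20, 0.05% BSA; 6-point qHTS titration about 60 µM downward; luminescence read.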
# Active calls of the source: *; ? = inconclusive; nt = not tested or not shown; [ ] = remark or other dose. Unless noted, the call rests on the fitted dose curve; in most records, active means well fitted curve in the direction sought with a large enough effect; inconclusive means small, poorly fitted or top-dose-only effect, or another doubt; inactive means no such curve, though single readings can be large; an effect the other way counts as inactive or inconclusive. These rows are one share of the data, so the mix of outcomes need not match the whole.
# Screens in order – ELG1 genotox	Giardia killer	Rab9 prom act	PKM2 act	NPC1 prom act	RORgamma inh	Gal4-VP16 FLuc	Menin MLL FP TR	p53 reactivation	BRCA1 expr act	FLuc counter
COc1cccc(-c2nnc(-c3ccc(C)o3)o2)c1
  ?	-15	0.71µM*	8%	1.1µM*	11µM*	?	-15%	?	?	1.7µM*
COC(=O)c1cc(-c2ccc(OC)c(OC)c2)on1
  1%	-11	1%	16%	-2%	2%	-5%	-11%	9%	-11%	-11%
COc1ccc(NC(=O)/C(=C/c2cccs2)NC(=O)c2ccco2)cc1
  1%	-7	-2%	0%	1%	-1%	-21%	nt	-2%	-13%	1%
CCCSc1nc(C)cc(C)c1S(=O)(=O)c1ccccc1C
  -6%	-15	4%	-1%	-4%	-6%	-20%	30%	10%	-27%	2%
COc1ccc(N(C(=O)CNC(=O)c2ccco2)C(C(=O)NC2CCCC2)c2ccncc2)cc1 (centres undefined)
  2%	-12	4%	4%	1%	-1%	-25%	-5%	-3%	-5%	-7%
CN1CCN(C(=O)c2ccccc2NC(=O)c2cccc(Cl)c2)CC1
  4%	-2	3%	-11%	3%	-23%	1%	nt	-3%	1%	6%
O=C(CSCc1ccccc1)Nc1ccccc1C(=O)Nc1ccc(C(=O)O)cc1
  2%	11	-8%	-7%	-6%	-27%	-20%	nt	1%	0%	?
CN1CCN(S(=O)(=O)c2cccc(C(=O)NCc3ccc(Cl)cc3)c2)CC1
  -7%	-2	-2%	2%	-9%	1%	4%	-10%	-2%	0%	5%
CCCCc1c(O)nc(SCC(=O)Nc2ccc(C)cc2)n(-c2ccc(OC)cc2)c1=O
  0%	7	-7%	nt	-4%	33%	9%	nt	-8%	-4%	4%
COC(=O)c1cccc(-n2c(=O)n(Cc3ccccc3)c(=O)c3[nH]cnc32)c1C
  -2%	-10	1%	nt	-5%	10%	-16%	9%	-4%	0%	2%
CN(C)S(=O)(=O)c1ccc(C(=O)OCC(=O)Nc2ccc(OC(F)F)cc2)cc1
  -2%	6	1%	2%	-2%	-8%	0%	nt	-2%	0%	0%
COc1ccc(Cl)cc1NC(=O)Cn1nnc(C(=O)NCCc2ccc(OC)c(OC)c2)c1N
  -8%	4	-4%	nt	-3%	-35%	0%	nt	-4%	-12%	-1%
Cc1cc2nncn2c(Cc2ccccc2)n1
  1%	-14	0%	-2%	1%	-29%	1%	5%	-6%	8%	1%
CCOC(=O)C1CCN(Cc2ccc(OC)c(C)c2OC)CC1
  0%	3	0%	1%	0%	-17%	4%	-1%	-5%	5%	1%
O=C(CSc1nc2ccccc2s1)CSc1nc2ccccc2s1
  2%	8	-4%	-5%	6%	-86%	-16%	nt	9%	-2%	-2%

# The list continues:
# Screens in order – ELG1 genotox	Giardia killer	Rab9 prom act	PKM2 act	NPC1 prom act	RORgamma inh	Gal4-VP16 FLuc	Menin MLL FP TR	p53 reactivation	BRCA1 expr act	FLuc counter
COc1cc(OC)c2c(-c3cccc(-c4ccc(C(C)=O)cc4)c3)cc(=O)oc2c1
  ?	2	nt	nt	nt	-11%	-26%	6%	?	-59%	nt
Cc1ccc(NS(=O)(=O)c2ccc(-c3cnc(C4CC4)o3)cc2)cc1
  -5%	-14	-8%	nt	-22%	?	-12%	nt	1%	-44%	-1%
Cc1cc(C)c(C(=O)C2OC(=O)C(C)(C)C(=O)C2(C)C)c(C)c1 (centres undefined)
  -2%	-8	-3%	3%	-8%	-22%	10%	-9%	6%	-5%	5%
Cc1ccc(NC(=O)c2cccc(N3C(=O)C4C5C=CC(C5)C4C3=O)c2)cc1C (centres undefined)
  -6%	8	-5%	nt	11%	38%	-6%	nt	1%	14%	?
CC(=O)C1=C(c2ccccc2)NC(=O)NC1c1ccc(O)c(O)c1 (centres undefined)
  1%	-1	-1%	?	0%	3%	3%	11%	4%	20%	-3%
COc1cc(OC)cc(C(=O)N2CCN(c3ccc(N4CCOCC4)nn3)CC2)c1
  -3%	-12	-30%[inhibitor]	nt	0%	nt	nt	nt	-2%	2%	-4%
Cc1cccc(N(C)S(=O)(=O)c2nnc(NC(=O)c3ccco3)s2)c1
  4%	-2	0%	-11%	-1%	33%	2%	?	-9%	-4%	0%
O=C(Nc1cccc(-c2cn3ccccc3n2)c1)C1CC1
  ?	0	3%	-6%	26%	?	-4%[0.365 µM]	-21%	5%	63%	13µM*
CCCCCC(=O)N1CC2(CC(c3cccc(NC(=O)[C@@H]4CCC(=O)N4)c3)=NO2)C[C@@H]1C(N)=O (some centres undefined)
  1%	14	-8%	-3%	-3%	-22%	4%	nt	1%	-9%	3%
CCn1c(=O)cc(OCC(=O)NCc2ccc(C)o2)c2ccccc21
  ?	-5	6%	?	-3%	14µM*	7%	?	-18%	-45%	-3%
CCCc1nc2oc3c(NCC(C)O)ncnc3c2c2c1CCCC2 (centres undefined)
  -5%	25	1%	-4%	14%	19%	-9%	nt	-3%	-13%	-17%
CCC(C(=O)NC1CCCCCC1)n1nc(C)c2c(C)n(-c3ccccc3)nc2c1=O (centres undefined)
  0%	5	2%	nt	4%	23%	3%	nt	-1%	-16%	4%
CC(/C=C1\SC(=S)N(CCC(=O)Nc2ccc(O)cc2)C1=O)=C\c1ccccc1
  -4%	3	16%	3%	18%	14µM*	14µM*	?	0%	3%	-8%
CCOC(=O)CS(=O)(=O)c1ccccc1
  -1%	-1	-6%	-1%	-4%	5%	1%	21%	9%	-13%	-2%
Clc1ccc(OCCOCCNCc2ccccc2)cc1Cl
  -6%	16	0%	14%	-3%	14%[1.91 µM]	-15%	-24%	-3%	-2%	3%

# (list continues)
# Screens in order – ELG1 genotox	Giardia killer	Rab9 prom act	PKM2 act	NPC1 prom act	RORgamma inh	Gal4-VP16 FLuc	Menin MLL FP TR	p53 reactivation	BRCA1 expr act	FLuc counter
Cc1ccc(NC(=O)CN(C)C(=O)c2nn(C)c(=O)c3ccccc23)cc1
  -8%	24	-4%	3%	1%	26%	1%	nt	-7%	0%	-11%
O=C(NCCCn1ccnc1)c1ccc(Br)o1
  1%	-17	0%	-13%	4%	3%	-1%	2%	2%	-7%	-1%
CC(C)NC(=O)Nc1n[nH]c(Nc2ccc(Cl)cc2)n1
  11%	6	-6%	-42%	-2%	-33%	9%	nt	2%	6%	-16%
Cc1cc(NC(=O)Cc2ccsc2)ccc1Br
  2%	7	23%	nt	22%	31%	28%	11%	13%	70%	17µM*
COc1cccc(N2C(=O)CC(N3CCc4ccccc4C3)C2=O)c1 (centres undefined)
  0%	-2	1%	-1%	-1%	12%	-1%	nt	-1%	3%	1%
c1cncc(-c2noc(CC3CCCCC3)n2)c1
  ?	-17	20%	0%	12%	?	14%	nt	?	?	?
CS(=O)(=O)c1ccccc1C(=O)N(CCc1ccccc1)Cc1ccccc1
  -7%	10	5%	-2%	-3%	20%	-6%	nt	1%	-17%	-1%
O=C(CN1C(=O)NC2(CCc3ccccc32)C1=O)NCC(=O)Nc1ccc(F)cc1 (centres undefined)
  4%	-8	-1%	nt	-4%	nt	nt	nt	-8%	16%	-2%
CC(C)CN(CC(C)C)C(=O)C12CCC(C)(C(=O)O1)C2(C)C (centres undefined)
  -5%	-17	1%	-8%	-1%	41%	-2%	1%	3%	-19%	-10%
COc1ccc(OCc2cc(C(=O)NC(C)Cc3ccccn3)no2)c(Cl)c1 (centres undefined)
  5%	-15	19%	nt	14%	29%	-6%	nt	-1%	72%	12µM*
O=[N+]([O-])c1ccc(N2CCCCC2)cc1NCCOc1ccccc1
  2%	15	15%	4%	10%	?	26%	9%	-1%	21%	?
CCCCc1nnc(NC(=O)c2ccccc2OCc2c(C)noc2C)s1
  0%	9	15%	nt	0%	nt	nt	nt	-1%	-1%	1%
COc1ccc(OS(=O)(=O)c2ccc(N3C(=O)CCC3=O)cc2)cc1
  -4%	-1	-6%	-1%	-4%	?	?	-7%	6%	-1%	2%
CCOCC(=O)Nc1cc(S(=O)(=O)N2CCOCC2)ccc1N1CCCCC1
  -7%	6	2%	-9%	-1%	9%	-19%	-8%	-3%	-11%	?
Cc1ccc(C(=O)Nc2nc(-c3ccccn3)cs2)s1
  15µM*	10	-2%	nt	28%	nt	nt	nt	?	20%	6.7µM*
Clc1ccc2oc(-c3cccnc3)nc2c1
  9%	2	?	3%	?	-16%	2%	-2%	14%	25%	15µM*
O=C(CN1CCN(C(=O)c2ccco2)CC1)Nc1ccc(Cl)c(C(F)(F)F)c1
  -12%	-16	-2%	-3%	-2%	-37%	-29%	0%	-8%	-33%	1%
CCOP(=O)(c1ccc(N(C)C)cc1)C(O)c1ccc(Cl)cc1 (centres undefined)
  1%	7	-1%	-19%	?	8%	-6%	-10%	-4%	-5%	5%
